FXIIa inh: factor XIIa (human) inhibition. P00748. purified FXIIa, Boc-QGR-AMC fluorogenic substrate, 2 h. inhibition, % at 5 µM. actives 0.3% (n = 220,000); in the data active means inhibition above about 40%;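 further: 0% = enzyme with no compound and 100% = blank without enzyme; many of its hits are not listed in these tables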
Thrombin inh: inhibitors of human thrombin; P00734; alpha-thrombin, Boc-VPR-AMC fluorogenic substrate cleavage; inhibition, % at 5 µM; actives 0.26% (n = 220,000);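 active means inhibition at or above 40%; inactive means inhibition below 40%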;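 further: 0% = enzyme with no compound and 100% = wells without enzyme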
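Test system: human alpha-thrombin protein / Dosing: one concentration per compound, 5 µM, with 0.2% DMSO / Medium: pH 7.5 Tris-saline with Tween 20 / Benchmarks: no-compound enzyme wells and no-enzyme blanks / Read-out basis: percent inhibition of thrombin substrate cleavage / Timing: reaction at room temperature / Measured by: fluorescence, ex 355 nm, em 460 nm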
Cl transport mod: KCC2 (human) Cl- transport modulation; Q9H2X9; KCC2 cells, thallium flux FluoZin-2 fluorescence; B-score of Tl+ flux slope (higher = more flux/activation; lower = inhibition) at 10 µM; actives 2.2% (n = 190,000);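 active means thallium flux slope and its plate-corrected score both differing from the plate sample mean at a set confidence after two filtering rounds, in either direction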;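 further: slope of fluorescence scaled to starting intensity during 10 to 20 s after thallium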
Target sequence (Q9H2X9 whole entry, looked up): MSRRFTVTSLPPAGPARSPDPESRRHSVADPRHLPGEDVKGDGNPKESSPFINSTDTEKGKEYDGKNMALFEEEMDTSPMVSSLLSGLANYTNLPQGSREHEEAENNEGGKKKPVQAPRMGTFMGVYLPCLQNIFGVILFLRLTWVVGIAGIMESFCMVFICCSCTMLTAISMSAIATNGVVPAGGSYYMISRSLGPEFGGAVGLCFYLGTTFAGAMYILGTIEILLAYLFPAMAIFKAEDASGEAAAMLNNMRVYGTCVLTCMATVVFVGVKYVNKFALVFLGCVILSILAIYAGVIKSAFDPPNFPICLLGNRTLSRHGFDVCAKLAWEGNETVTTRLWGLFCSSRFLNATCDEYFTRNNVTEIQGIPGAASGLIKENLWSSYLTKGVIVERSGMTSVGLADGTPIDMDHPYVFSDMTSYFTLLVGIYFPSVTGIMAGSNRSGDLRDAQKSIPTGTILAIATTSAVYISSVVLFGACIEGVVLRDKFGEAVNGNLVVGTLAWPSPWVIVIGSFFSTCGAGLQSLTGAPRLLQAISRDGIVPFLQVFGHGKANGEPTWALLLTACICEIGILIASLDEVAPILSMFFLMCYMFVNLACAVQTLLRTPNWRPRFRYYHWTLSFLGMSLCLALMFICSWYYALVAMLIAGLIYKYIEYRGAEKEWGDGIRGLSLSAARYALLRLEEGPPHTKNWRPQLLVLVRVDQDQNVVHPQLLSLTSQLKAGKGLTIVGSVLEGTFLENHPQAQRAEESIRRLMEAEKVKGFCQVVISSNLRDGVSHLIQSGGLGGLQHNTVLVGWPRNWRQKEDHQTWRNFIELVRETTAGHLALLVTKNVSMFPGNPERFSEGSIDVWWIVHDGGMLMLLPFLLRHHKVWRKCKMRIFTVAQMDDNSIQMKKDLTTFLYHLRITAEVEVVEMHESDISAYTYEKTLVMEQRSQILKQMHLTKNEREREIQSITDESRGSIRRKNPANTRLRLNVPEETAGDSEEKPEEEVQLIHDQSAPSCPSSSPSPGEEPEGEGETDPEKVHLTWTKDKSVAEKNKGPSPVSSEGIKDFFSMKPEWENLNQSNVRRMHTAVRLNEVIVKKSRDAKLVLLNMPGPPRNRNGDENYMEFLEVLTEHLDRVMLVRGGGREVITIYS
PERK inhibitor: blocks human PERK kinase; Q9NZJ5; CHO PERK-DD fusion, SEAP luminescence translation reporter; inhibition, % at 5.6 µM; actives 0.17% (n = 220,000); AID 1416;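 active means inhibition above the mean inhibition of all tested compounds plus 3 SD, set separately per screening campaign, cut at about 2.9% in these data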;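 further: PERK kinase domain activated by AP20187 dimerizer at 100 nM; 0% = DMSO with dimerizer and 100% = rapamycin at 8.4 µM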
Furin inh: inhibitors of human furin | inhibition, % at 30 µM | purified furin, fluorogenic substrate cleavage | AID 463115 | actives 0.061% (n = 220,000) | P09958; in the data active means inhibition above about 25%; further: inactives centre near -15
p97 inhibitor: inhibitors of human p97 ATPase; P55072; recombinant p97 ATPase, Kinase-Glo ATP luminescence, 3 h; inhibition, % at 8 µM; actives 0.42% (n = 220,000); AID 1481; in the data active means inhibition above about 15%;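 further: 0% = DMSO vehicle and 100% = wells lacking enzyme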
FXIa inh: factor XIa (human) inhibition. P03951. purified FXIa, Boc-Glu-Ala-Arg-AMC fluorogenic substrate. inhibition, % at 5 µM. actives 0.14% (n = 220,000). AID 798;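 active means inhibition of at least 40%; inactive means inhibition below 40%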;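 further: fluorescence of freed AMC excited at 355 nm; 0% = enzyme without compound and 100% = no enzyme blank; many of its hits are not listed in these tables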
Wee1 degr inh: blocks degradation of human Wee1 kinase. P30291. HeLa Luc-Wee1K328M stability, luciferase luminescence; 100% = proteasome inhibitor MG132 effect. reporter increase, % at 5 µM. actives 1.2% (n = 220,000). AID 1321;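 active means activation above the mean of all tested compounds plus 3 SD, set per screening run, cut at about 8.8% in these data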;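 further: cells exposed to compound for 20 h before luminescence read; 0% = DMSO alone and 100% = MG132 at 30 µM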
KLK5 inh: blocks human kallikrein 5 protease activity. inhibition, % at 5 µM. recombinant hK5, fluorogenic AMC substrate cleavage. Q9Y337. actives 0.59% (n = 210,000);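 active means inhibition of 40% or more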;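 further: 0% = enzyme controls without compound and 100% = no-enzyme blanks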
Active calls of the source: *; · = not tested or not shown; [ ] = remark or other dose.

1. O=C(c1cc(C(=O)N2CCOCC2)c2nc3ccccc3n2c1)c1ccccc1O
2. O=C(CC1(O)C(=O)N(C/C=C/c2ccccc2)c2ccccc21)c1ccccn1 (centres undefined)
3. CCC1(C)Cc2c(sc3c2c(=O)n(C)c2nnc(SCC(=O)c4ccccc4)n32)CO1 (centres undefined)
4. COc1ccccc1Nc1cc(C)nc2c(C)ccc([N+](=O)[O-])c12
5. CCOC(=O)C1CCCCN1Cc1cccc(OC)c1OC (centres undefined)
6. COC(OC)c1ccnc(SCc2ccccc2Cl)n1
7. C=CCc1cccc(/C=N/n2cnnc2)c1O
8. Cc1nc(-c2ccccc2)sc1C(=O)O

assay / entry	1	2	3	4	5	6	7	8
FXIIa inh	3	-10	·	13	8	4	9	2
Thrombin inh	1	-9	·	0	5	-1	0	-4
Cl transport mod	0.042	-0.51	·	-0.19	0.51	-0.5	·	0.48
PERK inhibitor	0.4	-0.8	-0.8	0.3	-0.4	1.7	2.6	1.3
Furin inh	-1	14	-20[20 µM]	1	-9[20 µM]	-27	-14	-25
p97 inhibitor	4	-3	2	-3	3	1	5	2
FXIa inh	-1	1	·	10	-6	9	-4	-4
Wee1 degr inh	1	1	-2	-1	-2	0	4	2
KLK5 inh	-5	-4	·	-6	-23	5	-8	-4

9. O=C(O)[C@@H]1CCCN1C(=O)c1ccco1
10. O=C(NC1CCCC1)C1CCN(c2nccs2)CC1
11. OCCn1c(SCCOc2ccccc2)nc2ccccc21
12. C/C(=N\NC(=O)C1CCCN(S(=O)(=O)c2ccccc2)C1)c1ccccn1 (centres undefined)
13. CC(=O)Nc1cccc(C(=O)OCc2ccc([N+](=O)[O-])cc2)c1
14. Cc1nn(CCOc2ccccc2)c(=O)n1-c1ccc(F)cc1
15. COC(=O)C1=C(C(=O)c2ccccc2)C(c2ccc(OC)c(OC)c2)Nc2nnnn21 (centres undefined)
16. O=C(NC(=S)Nc1ccccc1N1CCCC1)c1ccc([N+](=O)[O-])cc1

assay / entry	9	10	11	12	13	14	15	16
FXIIa inh	5	19	15	11	7	10	14	17
Thrombin inh	-5	-1	2	-17	-1	2	5	-6
Cl transport mod	0.63	-1.3	-1.7	-0.022	0.16	0.62	-0.38	42*
PERK inhibitor	0.3	-0.7	0.4	-0.2	1.5	0.0	1.5	-0.2
Furin inh	-8	-16[20 µM]	-22[20 µM]	-17[20 µM]	-23	-17[20 µM]	-18	-2
p97 inhibitor	0	-9	5	1	2	0	5	2
FXIa inh	1	9	7	-5	-1	1	0	11
Wee1 degr inh	1	4	1	5	1	4	-4	0
KLK5 inh	-7	-8	-12	-113	·	1	0	-15

17. COc1cc(/C=C/C(=O)OCC(=O)N2CC(=O)Nc3ccccc32)ccc1O
18. COC(=O)C1CCN(S(=O)(=O)c2ccc(NC(C)=O)cc2)CC1
19. Cc1ccc2nc(C(F)OC(F)(F)F)[nH]c2c1 (centres undefined)
20. CCCSc1nnc(-c2cnn(-c3ccccc3)c2-n2cccc2)n1C
21. COc1ccccc1N1CC(C(=O)Nc2ccc(S(=O)(=O)N3CCOCC3)cc2)CC1=O (centres undefined)
22. OCCC1CN(Cc2cnc(-c3ccccc3)s2)CCN1Cc1ccccc1 (centres undefined)
23. COc1ccc(-c2cc(C(F)(F)F)nc(-n3cncn3)n2)cc1
24. COC1CCCN(Cc2cn(C)nc2-c2ccc(Oc3ccccc3)cc2)C1 (centres undefined)

assay / entry	17	18	19	20	21	22	23	24
FXIIa inh	17	-1	12	17	3	9	3	11
Thrombin inh	2	-6	-2	1	-8	-1	-4	2
Cl transport mod	-0.54	-0.2	0.083	-0.22	-0.019	0.0087	·	·
PERK inhibitor	0.8	-0.5	1.5	-2.1	1.3	0.4	-0.9	0.3
Furin inh	-8	-11[20 µM]	8[20 µM]	-8[20 µM]	-18[20 µM]	-7	-2[20 µM]	-23
p97 inhibitor	10	-1	3	-4	4	-2	-4	0
FXIa inh	4	-1	2	9	-3	0	-8	5
Wee1 degr inh	3	-3	-3	2	2	2	-1	-1
KLK5 inh	3	-25	3	-16	-8	·	-11	·

25. CCC(CC)C(=O)Nc1ccc(Nc2ccccc2)cc1
26. Cc1cccc(N2CCN(c3nnnn3-c3ccccc3)CC2C)c1 (centres undefined)
27. O=C(Nc1ccccc1)N1CCN2C(=O)c3ccccc3C12c1ccccc1 (centres undefined)
28. C/C=C(/C)C(=O)O[C@@H]1[C@H](OC(C)=O)c2c(ccc3ccc(=O)oc23)OC1(C)C
29. CS(=O)(=O)N(CC(=O)N1CCN(c2ccccc2)CC1)c1cc(C(F)(F)F)ccc1Cl
30. O=C(O)C1=C(C(=O)Nc2cccc(C(F)(F)F)c2)CCCC1
31. CCCCCN1CSC(=S)N(Cc2ccccc2)C1
32. Cc1ccc(N)c(C(O)(C(F)(F)F)C(F)(F)F)c1

assay / entry	25	26	27	28	29	30	31	32
FXIIa inh	5	21	18	1	16	11	4	6
Thrombin inh	-1	2	-5	-6	3	-11	-7	-7
Cl transport mod	-1.2	-0.82	-1.9	-0.4	·	-0.36	0.045	-0.018
PERK inhibitor	-0.2	-1.6	-0.8	-1.5	-1.6	-0.1	0.8	2.4
Furin inh	-22	-15[20 µM]	-22	-12	-18[20 µM]	-2	-23	-17
p97 inhibitor	3	2	-3	-10	-2	-9	11	-4
FXIa inh	10	-17	3	-8	7	-3	1	-8
Wee1 degr inh	0	-2	-1	-1	0	2	-2	-1
KLK5 inh	-3	10	-9	5	1	-8	-6	-11

33. COc1ccc(-n2c(SCC(=O)Nc3cccc4ccccc34)nc(O)cc2=O)cc1
34. O=C(NCCCN1CCN(CCCNC(=O)c2ccccc2F)CC1)c1ccccc1F
35. Cc1ccc(S(=O)(=O)N2CCOCC2)cc1NC(=O)COC(=O)c1ccc2c(c1)OCO2
36. Nc1nc(N2CCOCC2)cc(=O)[nH]1
37. COc1ccc(/C=C\C(=O)Oc2cccc(/C=N/NC(=O)Cc3ccc(OC)c(OC)c3)c2)cc1
38. OCCN(CC#CCC(O)(c1ccccc1)C1CCCC1)CCO (centres undefined)
39. COC(=O)C(C(=O)OC)=C(/C=C/C=C/N(C)C)N(C)C
40. CCn1c(CC(=O)Nc2ccc(C)cc2)nnc1SCC(=O)Nc1nc(C)cs1

assay / entry	33	34	35	36	37	38	39	40
FXIIa inh	10	-2	8	17	4	9	24	-4
Thrombin inh	0	-6	1	4	-12	-2	7	-4
Cl transport mod	-0.04	0.69	-0.023	0.95	0.31	0.27	·	0.03
PERK inhibitor	-0.5	-0.6	1.2	0.3	0.2	0.2	0.5	0.3
Furin inh	-9	-15[20 µM]	-13	-16[20 µM]	1	-27	3	-15[20 µM]
p97 inhibitor	-7	8	4	4	-6	4	0	-3
FXIa inh	-3	-4	0	5	-6	-2	3	-7
Wee1 degr inh	-2	0	5	-4	8	-1	2	-2
KLK5 inh	3	-3	2	1	-11	0	-1	-12

41. O=C(c1cc(-c2cccs2)nc2ccccc12)N1CCN(c2ccccc2O)CC1
42. CC1CCC/C(=N/Nc2nc3ccccc3s2)C1 (centres undefined)
43. Cc1ccc(NC2SC(=O)N(Cc3cccc(C(=O)O)c3)C2=O)c(C)c1 (centres undefined)
44. O=C(Nc1ccc(F)cc1)N1CCOCC1
45. CN(C)c1cccc(C(=O)OCc2cc(=O)oc3cc(O)ccc23)c1
46. O=C(NC1CCCCC1)c1ccccc1NC(=O)C1CC(=O)N(c2ccc(Cl)cc2)C1 (centres undefined)
47. O=C1CN(C(=O)c2cc([N+](=O)[O-])ccc2Cl)C(c2ccccc2)c2cc(F)ccc2N1 (centres undefined)
48. Cn1nc(C(=O)OCC(=O)Nc2ccc3ccccc3c2)c2ccccc2c1=O

assay / entry	41	42	43	44	45	46	47	48
FXIIa inh	6	4	10	-4	5	14	12	2
Thrombin inh	·	-1	4	-4	-4	-1	-5	-31
Cl transport mod	-0.54	1.4	-1.7	·	0.48	0.16	-0.29	-2
PERK inhibitor	-0.8	1.4	1.6	0.5	1.2	2.0	-0.6	1.1
Furin inh	-6	-20	-17	-5	-8[20 µM]	-14[20 µM]	-12	-20
p97 inhibitor	-2	3	-1	1	2	3	8	6
FXIa inh	1	-2	3	-7	-6	3	5	-6
Wee1 degr inh	-2	2	-1	-1	-1	-1	-1	4
KLK5 inh	8	0	2	-7	0	-9	0	-6

Arranged by length of the SMILES (smallest number first): 6 of the compounds above.
44. O=C(Nc1ccc(F)cc1)N1CCOCC1
45. CN(C)c1cccc(C(=O)OCc2cc(=O)oc3cc(O)ccc23)c1
40. CCn1c(CC(=O)Nc2ccc(C)cc2)nnc1SCC(=O)Nc1nc(C)cs1
41. O=C(c1cc(-c2cccs2)nc2ccccc12)N1CCN(c2ccccc2O)CC1
46. O=C(NC1CCCCC1)c1ccccc1NC(=O)C1CC(=O)N(c2ccc(Cl)cc2)C1 (centres undefined)
47. O=C1CN(C(=O)c2cc([N+](=O)[O-])ccc2Cl)C(c2ccccc2)c2cc(F)ccc2N1 (centres undefined)

assay / entry	44	45	40	41	46	47
FXIIa inh	-4	5	-4	6	14	12
Thrombin inh	-4	-4	-4	·	-1	-5
Cl transport mod	·	0.48	0.03	-0.54	0.16	-0.29
PERK inhibitor	0.5	1.2	0.3	-0.8	2.0	-0.6
Furin inh	-5	-8[20 µM]	-15[20 µM]	-6	-14[20 µM]	-12
p97 inhibitor	1	2	-3	-2	3	8
FXIa inh	-7	-6	-7	1	3	5
Wee1 degr inh	-1	-1	-2	-2	-1	-1
KLK5 inh	-7	0	-12	8	-9	0

Following part
49. Cc1cc(OCc2cc3c(cc2Cl)OCO3)c2c(C)cc(=O)oc2c1
50. CCOC(=O)c1c(C)[nH]c(C(=O)COC(=O)C(C)N2C(=O)C3CCCCC3C2=O)c1C (centres undefined)
51. CCOC(=O)c1c(C)nc2c(C#N)cnn2c1C
52. O=C(c1cc(S(=O)(=O)N2CCCCC2)ccc1N1CCOCC1)N1CCN(Cc2ccccc2)CC1

assay / entry	49	50	51	52
FXIIa inh	4	17	3	11
Thrombin inh	-8	1	-3	11
Cl transport mod	0.097	-0.28	-0.75	-0.36
PERK inhibitor	0.4	0.0	-0.2	-0.6
Furin inh	-11	-22[20 µM]	-10[20 µM]	-1
p97 inhibitor	-4	-3	-4	-6
FXIa inh	-12	5	-2	9
Wee1 degr inh	-1	2	1	3
KLK5 inh	1	-1	-8	2

Screening results (PubChem BioAssay)
